KB-V1 cytotox – qHTS assay for MDR1-selective chemotherapeutics: Primary screen using the drug-selected MDR subline cells KB-V1; Potency, µM (doses to about 46.1 µM), for the others: at the highest dose activity change, negative = cytotoxicity, most hits filed as cytotoxic; KB-V1 MDR cells viability, CellTiter-Glo, 72 h; 400,000 compounds, 3.4% hits; also: potency is read from the fitted curve at half-maximal effect; % is scaled to controls: 0 for no effect and ±100 for the full control effect; nearly all actives have a fitted effect of over 60% in size
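Cytotoxicity toward P-gp-expressing KB-V1 cells was determined as loss of CellTiter-Glo luminescence after 72 h at 37 degrees C. Compounds were tested in quantitative HTS format across a concentration range, with curves fitted to normalized data.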
WRN helicase inh – qHTS for Inhibitors of WRN Helicase | Bifunctional 3'-5' exonuclease/ATP-dependent helicase WRN (Homo sapiens), Q14191 | WRN helicase unwinding, fluorescent forked duplex, kinetic | Potency, µM (top dose mostly 114 µM), inactives show at the highest dose activity change, negative = inhibition, usual class: inhibitors | 360,000 compounds, 0.46% hits; also: potency is read from the fitted curve at half-maximal effect; % is scaled to controls: 0 for no effect and ±100 for the full control effect; nearly all actives have a fitted effect of over 55% in size
Target sequence (Q14191 whole entry, looked up): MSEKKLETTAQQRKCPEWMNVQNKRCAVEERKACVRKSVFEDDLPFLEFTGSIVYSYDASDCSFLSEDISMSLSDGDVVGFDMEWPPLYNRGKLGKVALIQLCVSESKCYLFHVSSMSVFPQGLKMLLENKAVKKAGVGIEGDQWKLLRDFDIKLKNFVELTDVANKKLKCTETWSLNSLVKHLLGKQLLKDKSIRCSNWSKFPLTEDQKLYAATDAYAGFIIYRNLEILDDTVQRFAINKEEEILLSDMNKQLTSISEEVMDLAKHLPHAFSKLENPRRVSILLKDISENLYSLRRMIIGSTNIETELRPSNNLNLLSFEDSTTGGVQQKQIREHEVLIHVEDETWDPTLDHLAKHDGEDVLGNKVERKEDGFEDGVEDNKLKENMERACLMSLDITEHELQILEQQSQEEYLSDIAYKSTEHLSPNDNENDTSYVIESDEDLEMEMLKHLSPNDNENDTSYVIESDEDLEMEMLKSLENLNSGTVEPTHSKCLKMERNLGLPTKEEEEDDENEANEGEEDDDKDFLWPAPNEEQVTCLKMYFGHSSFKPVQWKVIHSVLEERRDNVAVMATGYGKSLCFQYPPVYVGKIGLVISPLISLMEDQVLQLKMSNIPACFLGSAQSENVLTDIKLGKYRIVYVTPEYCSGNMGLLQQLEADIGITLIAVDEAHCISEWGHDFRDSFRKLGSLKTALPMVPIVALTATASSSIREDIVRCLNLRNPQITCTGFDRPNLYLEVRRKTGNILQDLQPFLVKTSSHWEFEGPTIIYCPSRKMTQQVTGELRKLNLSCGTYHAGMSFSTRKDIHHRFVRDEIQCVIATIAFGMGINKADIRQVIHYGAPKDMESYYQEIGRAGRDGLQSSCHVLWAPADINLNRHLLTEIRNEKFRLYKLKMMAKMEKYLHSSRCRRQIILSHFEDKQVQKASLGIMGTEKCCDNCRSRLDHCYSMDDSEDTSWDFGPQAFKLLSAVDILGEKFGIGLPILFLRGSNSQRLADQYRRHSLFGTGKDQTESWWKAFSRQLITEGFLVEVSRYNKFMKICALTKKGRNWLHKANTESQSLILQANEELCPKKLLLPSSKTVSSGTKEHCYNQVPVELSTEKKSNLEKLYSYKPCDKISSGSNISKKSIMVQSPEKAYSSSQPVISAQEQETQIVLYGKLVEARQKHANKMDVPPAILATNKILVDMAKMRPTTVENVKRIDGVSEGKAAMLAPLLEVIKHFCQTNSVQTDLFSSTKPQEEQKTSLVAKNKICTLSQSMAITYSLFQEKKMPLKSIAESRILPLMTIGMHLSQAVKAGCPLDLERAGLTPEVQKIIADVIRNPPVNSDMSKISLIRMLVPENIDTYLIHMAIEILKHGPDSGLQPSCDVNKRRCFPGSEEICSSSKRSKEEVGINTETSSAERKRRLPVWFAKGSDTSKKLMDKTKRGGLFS
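Fluorescence dequenching readout, ex 525 nm/em 598 nm, kinetic mode: forked duplex DNA (100 nM final) with adjacent fluorophore and quencher unwound by WRN (20 nM final) with 2 mM ATP. Compound preincubation 15 min, room temperature.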
HT1080 IDH1KD tx – qHTS for induction of synthetic lethality in tumor cells producing 2HG: qHTS for the HT-1080-IDH1KD cell line; AID 686971, 2013; HT-1080 IDH1 knockdown viability, ATP luminescence, 48 h; 360,000 compounds, 2% hits; Potency, µM (top dose mostly 46.1 µM), for the others: at the top dose activity, negative = toxicity, most hits filed as cytotoxic;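 also: potency is read from the fitted curve at half-maximal effect; 0% = DMSO wells and -100% = cell-free medium wells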
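Assay cells: HT-1080 with IDH1 knockdown, 750 per well, RPMI/5% FBS. Exposure: 48 h at 37 °C following 2 h pre-incubation. Read: CellTiter-Glo luminescence; fitted concentration-response, curve class assigned.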
ATXN2 expr inh – Primary qHTS for Inhibitors of ATXN expression | 360,000 compounds, 0.72% hits | HEK-293 ATXN2-luciferase reporter, luminescence, 24 h | Potency, µM (highest dose often 57 µM), for inactives: top-dose activity change, negative = inhibition, usual class: inhibitors | AID 1745845, 2022; also: potency is read from the fitted curve at half-maximal effect; % is scaled to controls: 0 for no effect and ±100 for the full control effect; nearly all actives have a fitted effect of over 55% in size
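qHTS (up to 57 uM final) was run with 24 h compound exposure of reporter cells at 37 °C. Each well was multiplexed: SteadyGlo luminescence measured ATXN2-luciferase expression after a fluorogenic Gly-Phe-AFC viability readout (25 uM final).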
HT1080-NT tox – qHTS for induction of synthetic lethality in tumor cells producing 2HG: qHTS for the HT-1080-NT fibrosarcoma cell line. HT-1080-NT fibrosarcoma viability, CellTiter-Glo ATP luminescence, 48 h. Potency, µM (doses to about 46.1 µM), for inactives: top-dose activity, negative = less viability, actives largely listed as cytotoxic. 360,000 compounds, 1.6% hits;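 also: NT is the 2HG producing partner of a matched IDH1 knockdown line; potency is read from the fitted curve at half-maximal effect; 0% = DMSO-treated cells and -100% = media-only wells without cells; nearly all actives have a fitted effect of over 55% in size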
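Fibrosarcoma NT cells, 750 per well in 5% FBS RPMI, were exposed to compound for 48 hours. Viability: CellTiter-Glo luminescence.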
IL-1B inflam inh – qHTS for Inhibitors of Inflammasome Signaling: IL-1-beta AlphaLISA Primary Screen. 360,000 compounds, 4.7% hits. activity change, % at 57.5 µM. AID 743279, 2014. THP-1 LPS/ATP IL-1B secretion, AlphaLISA, 16 h; active compounds read low; in the data active = activity change below about -50%; inconclusive = mostly about -30% to -49%; also: % is scaled to controls: 0 for no effect and ±100 for the full control effect
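THP-1 cells pretreated 1 hr with compounds (up to 57.5 uM final), then stimulated with LPS (250 ng/mL final) plus ATP (1.25 mM final); secreted IL-1B measured by AlphaLISA after 16 hr, decreased signal indicating inhibition.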
MCF10A rerep – A quantitative high throughput screen for small molecules that induce DNA re-replication in MCF 10a normal breast cells. MCF 10A DNA re-replication, Hoechst nuclear intensity, 48 h. Potency, µM (doses to about 46.1 µM), without a hit: at the top dose activity, positive = re-replication, actives largely listed as activators. 350,000 compounds, 2.9% hits. AID 624296, 2012; also: potency is read from the fitted curve at half-maximal effect; % of control where 0% means no effect; nearly all actives have a fitted effect of over 50% in size
SW480 rereplic – A quantitative high throughput screen for small molecules that induce DNA re-replication in SW480 colon adenocarcinoma cells. Potency, µM (series often up to 46.1 µM), inactives show top-dose re-replication activation, hits mostly activators. 340,000 compounds, 1.8% hits. SW480 DNA re-replication, Hoechst DNA content imaging, 48 h; also: potency is read from the fitted curve at half-maximal effect; % of control where 0% means no effect; nearly all actives have a fitted effect of over 55% in size
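First, 250 cells per well were seeded. Next, compound or vehicle (23 nL) was pinned in, plates sat 48 hr at 37 C. Finally Hoechst was added for 40 min before fluorescence scanning.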
KB-3-1 cytotox – qHTS assay for MDR1-selective chemotherapeutics: Primary screen using the parental adenocarcinoma cell KB-3-1; AID 1347075, 2019; 400,000 compounds, 1.4% hits; Potency, µM (series often up to 46.1 µM), for the others: at the top dose activity change, negative = cytotoxic, usual class: cytotoxic; KB-3-1 viability, CellTiter-Glo ATP luminescence, 72 h; also: potency is read from the fitted curve at half-maximal effect; % is scaled to controls: 0 for no effect and ±100 for the full control effect; nearly all actives have a fitted effect of over 60% in size
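Screening of KB-3-1 cells (DMEM, 10% FBS, phenol-red free) ran from lowest to highest compound concentration; after 72 h at 37 °C viability was read luminescently and curves fitted.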
* hit, by the source's call; ? = inconclusive; . = not tested or not shown; [ ] = another dose, or the depositor's remark. Unless noted, calls follow the shape of the dose curve; as a rule, active = well fitted curve in the direction sought with a large enough effect; inconclusive = small, poorly fitted or top-dose-only effect, or another doubt; inactive = no such curve, though single readings can be large; an effect the other way counts as inactive or inconclusive.

SMILES	KB-V1 cytotox	WRN helicase inh	HT1080 IDH1KD tx	ATXN2 expr inh	HT1080-NT tox	IL-1B inflam inh	MCF10A rerep	SW480 rereplic	KB-3-1 cytotox
COc1ccc(/C=C/c2nc(-c3ccccc3O)n[nH]2)cc1OC	-1%	-23%	4%	43%[activator]	4%	-99*	?	-9%	-2%
COC(=O)c1ccc(CSc2nc(N)cc(N)n2)cc1	-6%	2%	-5%	42%[activator]	-2%[9.24 µM]	0	14%	-1%	-8%
Cc1cc(C)cc(NC(=O)C(=O)NCCCN2CCCC2=O)c1	14%	-7%	14%	51%[activator]	2%	-2	?	-2%	9%
CCCNCCC(c1ccco1)c1ccccc1OC (stereo not drawn)	4%	-3%	-3%	-21%	-3%	-3	7%	-2%	-3%
COC(=O)c1ccc(NC(=O)C(OC)c2ccccc2)cc1 (stereo not drawn)	-9%	-3%	6%	-8%	4%	-10	-1%	-2%	10%
COc1ccccc1NC(=O)CSc1nnc(C2CCCCC2)n1N	5%	-2%	2%	.	0%	-2	-2%	-1%	5%
Fc1ccc(-n2nnc(-c3nccs3)n2)cc1	21%	3%	-22%	7%	-20%	19	25%	-18%	-8%
CN(C)c1c(F)cc(C(=O)NC(=O)NCc2cccnc2)cc1F	-7%	4%	14%	14%	15%	55	-1%	2%	-3%
CCc1cccc(NC(=O)c2cc(S(=O)(=O)N3CCCCC3)ccc2N2CCOCC2)c1	?	-7%	-9%	.	-7%	?	.	.	0%
Cn1c(SCC(=O)Nc2cccnc2Cl)nc2ccccc21	.	-18%	2%	15%	3%	-20	-27%	-8%	.
O=C(COc1ccc(Cl)cc1)N1CCN(c2ncccn2)CC1	14%	-1%	6%	6%	8%	5	-5%	-3%	5%
CCOC(=O)Cc1cc(OC)c(OC)cc1Cc1cc(OC)c(OC)cc1CC(=O)OCC	0%	-10%	1%	12%	4%	-28	9%	9%	-6%
O=C1Nc2ccccc2N=C(c2ccc3c(c2)OCO3)C1N(C(=O)c1ccc2ccccc2c1)C1CC1 (stereo not drawn)	?	3%	?	2%	?	?	.	.	?
CCOCCCN(C(=O)c1snc(C(N)=O)c1N)C(C(=O)NC1CCCC1)c1ccc(O)cc1 (stereo not drawn)	11%	11%	3%	-2%	7%	34	7%	1%	0%
CCCCCNC(=O)C(c1cc2ccccc2o1)n1c(=O)c(-c2cc3ccccc3[nH]2)nc2ccccc21 (stereo not drawn)	-6%	-2%	-18%	.	-12%	2	.	.	10%
Cc1ccc(NC(=O)C2CC(=O)N(C(C)C)C2)cc1Cl (stereo not drawn)	5%	2%	0%	-7%	1%	0	-2%	-4%	2%
CCN(CC)c1ccc(NC(=O)c2ccccc2)cc1S(=O)(=O)Nc1ccccc1OC	15µM*	-34%	-20%	4%	-2%	-26	11%	6%	-22%
Nc1nc(NC(=O)CCCC(=O)O)nn1-c1ccccc1	0%	8%	11%	-3%	9%	-2	-2%	-10%	-1%
O=C(Nc1ccc(C(=O)N2CCOCC2)cc1)c1ccccc1Cl	-15%	2%	-3%	.	2%	?	.	.	3%
COc1ccccc1-c1nc(C#N)c(N2CCC(Cc3ccccc3)CC2)o1	2%	-7%	-14%	-22%	-16%	-4	?	-9%	?
CN(CC(=O)Nc1cccnc1Cl)S(=O)(=O)c1ccc(Cl)cc1	-18%	2%	11%	-6%	9%	2	-6%	1%	6%
COc1cccc(C(NC(=O)C2CCN(CCCOc3ccccc3)CC2)c2ccccn2)c1 (stereo not drawn)	0%	-5%	0%	-10%	-5%	-17	.	.	0%
Cc1ccccc1OCC(=O)NNC(=O)c1cc(S(=O)(=O)N(C)C)ccc1N1CCCC1	.	-36%	-14%	-11%	-4%	-16	-7%	-7%	.
COc1cccc(C(C)NC(=O)c2ccncc2)c1 (stereo not drawn)	0%	-7%	-11%	2%	-14%	0	-2%	?	-11%
COc1cc(OC)cc(/C(N)=N/O)c1	-4%	-22%	15%	-17%	20%	12	-1%	-7%	2%

For reference, 4 of the compounds above.
SMILES	KB-V1 cytotox	WRN helicase inh	HT1080 IDH1KD tx	ATXN2 expr inh	HT1080-NT tox	IL-1B inflam inh	MCF10A rerep	SW480 rereplic	KB-3-1 cytotox
COc1ccc(/C=C/c2nc(-c3ccccc3O)n[nH]2)cc1OC	-1%	-23%	4%	43%[activator]	4%	-99*	?	-9%	-2%
COC(=O)c1ccc(CSc2nc(N)cc(N)n2)cc1	-6%	2%	-5%	42%[activator]	-2%[9.24 µM]	0	14%	-1%	-8%
Cc1cc(C)cc(NC(=O)C(=O)NCCCN2CCCC2=O)c1	14%	-7%	14%	51%[activator]	2%	-2	?	-2%	9%
CCCNCCC(c1ccco1)c1ccccc1OC (stereo not drawn)	4%	-3%	-3%	-21%	-3%	-3	7%	-2%	-3%

Further compounds follow:
SMILES	KB-V1 cytotox	WRN helicase inh	HT1080 IDH1KD tx	ATXN2 expr inh	HT1080-NT tox	IL-1B inflam inh	MCF10A rerep	SW480 rereplic	KB-3-1 cytotox
CCOc1ccc(NC(=O)Cn2c(=O)oc3ccccc32)cc1	3%	0%	11%	7%	14%	-8	-1%	-1%	-5%
CC1CC(=O)N(CC(=O)Nc2ccc(Br)cc2)c2ccccc2S1(=O)=O (stereo not drawn)	-24%	5%	-18%	.	-9%	-13	7%	0%	2%
COc1ccccc1N1CCN(C2CCCN(C(=O)CN3CCCCC3=O)C2)CC1 (stereo not drawn)	.	-14%	3%	-10%	-2%	9	2%	4%	.
CCc1cc(C(=O)NCC(c2ccco2)N2CCCCC2)sc1C (stereo not drawn)	-19%	11%	-3%	.	-3%	1	15%	2%	-4%
CCOc1ccc(-c2noc(CCC(=O)NC3CCCC3)n2)cc1OC	?	-1%	0%	9%	9%	2	2%	-7%	-2%
CCCCN1C(=O)C(O)=C(C(C)=O)C1c1ccccc1[N+](=O)[O-] (stereo not drawn)	0%	-2%	0%	.	-1%	20	-4%	-117%	0%
Cc1cc(C)cc(N(CCC#N)C(=O)COC(=O)c2ccc(OCc3c(C)noc3C)cc2)c1	?	4%	-2%	3%	-4%	24	17%	-2%	-1%
COc1ccccc1N1C(=O)C2C3CC(c4ccccc4)C(C3)C2C1=O (stereo not drawn)	0%	3%	3%	-9%	0%	19	0%	-2%	0%
CCCCc1ccc(S(=O)(=O)NC(=O)C2(C)CCN2C(=O)c2ccccc2)cc1 (stereo not drawn)	-2%	5%	11%	0%	8%	49	.	.	0%
COc1cccc(Cn2nnc(C(=O)Nc3cc(Cl)ccc3OC)c2N)c1	5%	-8%	?	?	-21%	-2	?	-2%	?
CC(C)c1nc(SCC(=O)N2c3ccccc3CC2C)c2ccccc2n1 (stereo not drawn)	-7%	-18%	-22%	-10%	?	-99*	-4%	0%	-3%
Cc1ccc(S(=O)(=O)N2[C@@H](c3ccc(Br)cc3)C(C(=O)O)=CC[C@H]2c2cccc(C)c2)cc1	0%	-8%	8%	5%	7%	3	-6%	?	0%
CN(C1CCCCC1)S(=O)(=O)c1ccc(S(=O)(=O)N2CCCC2)cc1	?	-7%[57.1 µM]	5%[9.24 µM]	-5%	-20%	3	-2%	1%	-11%
CN(C)CCNC(=O)c1ccc2c(c1)NC(=O)c1ccccc1S2	20%	9%	0%	.	7%	-8	2%	1%	-2%
CC(Sc1nncs1)C(=O)Nc1ccc2c(c1)OCCO2 (stereo not drawn)	0%	-1%	8%	5%	19%	-20	-2%	-308%[inhibitor]	0%
O=C1CCN(S(=O)(=O)c2ccccc2)CCN1CCOCc1ccc(F)cc1	10%	1%	9%	10%	13%	14	-2%	-7%	6%
COc1ccc(C2NCCc3sccc32)cc1 (stereo not drawn)	-10%	2%[57.1 µM]	-13%	-12%[11.3 µM]	-16%	0	-2%	1%	-11%
Cc1ccc(Cn2nc(C)c(NC(=O)c3cc(-c4ccc5c(c4)OCO5)on3)c2C)cc1	11%	-12%	?	?	8.9µM*	3	?	?	19%
CCC(=O)OCC(=O)Nc1ccc(OC)cc1[N+](=O)[O-]	?	-5%	7%	2%	15%	-3	17%	-1%	9%
O=C(NC(=S)Nc1ccc(S(=O)(=O)N2CCCC2)cc1)c1cccs1	10µM*	9%	1%	-9%	0%	-19	-3%	25%	-12%
Cc1ccc(C(=O)N/C(=C\c2ccc(-c3ccc(Br)cc3)o2)C(=O)NCCCN(C)C)cc1	?	-2%	23µM*	10µM*	?	-77*	?	7.3µM*	5.8µM*
O=C(CCN1C(=O)/C(=C/c2ccc3c(c2)OCO3)SC1=S)NNC(=O)c1cccnc1	15%	1%	12%	?	9%	24	?	-4%	2%
CCC(C)(C)NC(=O)c1cc([N+](=O)[O-])ccc1N1CCCCC1	?	4%	0%	-3%	-4%	8	22%	0%	6%
C=C(C)C1CC=C(C)/C(=N/NC(=O)COc2cccc3ccccc23)C1 (stereo not drawn)	?	-8%	8%	-5%	3%	-13	17%	11%	-10%
COc1cccc(-c2noc(C3CCCN(C(=O)c4cccc(F)c4)C3)n2)c1 (stereo not drawn)	-8%	3%	-3%	11%	1%	20	-1%	?	-12%
CS(=O)(=O)c1ccc(Cl)c(NC(=O)COC(=O)Cc2c[nH]c3ccccc23)c1	8%	-9%	6%	-11%	6%	29	13%	-220%[inhibitor]	11%

Source: PubChem BioAssay (National Center for Advancing Translational Sciences (NCATS))
